Lipid storage S3 – qHTS Assay for Lipid Storage Modulators in Drosophila S3 Cells | Drosophila S3 cells, BODIPY lipid droplet fluorescence, 18-24 h; cells fed with added oleic acid | lipid storage change, negative = inhibition, % at the top dose, mostly 46.1 µM; hits show Potency in µM | 320,000 tested, 0.64% active; active = well fitted inhibition curve with a large enough effect in the signal ratio, with a control signal flat, not every such curve was filed as active; inconclusive = small, poorly fitted or top-dose-only effect, or effect the other way, or a change in a side signal; the % refers to the signal ratio
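Drosophila S3 cells got compounds at several concentrations plus oleic acid (400 uM solution). Laser-scanning cytometry with 488 nm excitation read lipid droplets at 500-530 nm and cells at 575-640 nm. Percent activity was relative to 20 uM Triacsin C.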
Lipid storage S3 cell count max – also measured in Lipid storage S3; calls as there; cell number change, %; measured here: cell count max response;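 cells counted by Cell Tracker Red CMTPX staining in the red channel; peak over a dose series mostly up to 46.1 µM; percent activity relative to internal control wells on each plate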
An asterisk follows results filed as active; i = inactive; ? = inconclusive; . = not tested or not shown. % is set by controls: 0 for no effect and ±100 for the full control effect; potency is the fitted concentration of half-maximal effect. Only part of the results is shown; the hit share may differ from the screen's.

SMILES	Lipid storage S3	Lipid storage S3 cell count max
COC(=O)CC1SC(=O)NC1=Nc1ccc(C)cc1 (stereo not given)	?	.
O=C(NC1CCCC1)C(=O)N(Cc1cccnc1)C(C(=O)NCc1ccco1)c1ccccc1F (stereo not given)	?	.
CCc1ccc(C2=NN(CCC(=O)NCC3CCCO3)C(=O)CC2)cc1 (stereo not given)	11%	2
Cc1ccc(NC(=O)c2ccc(NCc3ccco3)c([N+](=O)[O-])c2)cc1Cl	?	.
CC1=Nc2ccccc2NC(=O)C1Sc1nnc(C)s1 (stereo not given)	1%	-8
Cc1ccsc1C(=O)NNC(=O)COc1ccccc1Cl	?	.
C=CCc1ccc(OCCCCN2CC(C)OC(C)C2)c(OC)c1 (stereo not given)	i	.
Cc1ccc(S(=O)(=O)Nc2c(C)nn(C)c2C)cc1	-4%	-11
CC(C)N(Cc1ccccc1)C(=O)c1ccc2nsnc2c1	4%	4
COCCNC(=S)N(Cc1cccs1)Cc1cc2cccc(C)c2[nH]c1=O	-3%	-1
Cc1cc(C)c(OCC(=O)Nc2cccc(O)c2)cc1C	?	.
CC[C@H](C)C(=O)O[C@H]1C[C@@H](C)C=C2C=C[C@H](C)[C@H](CC[C@@H]3C[C@@H](O)CC(=O)O3)[C@H]21	?	10
Nc1cc(N)nc(SCC(=O)N2CCN(C(=O)c3ccco3)CC2)n1	?	.
O=C(NNC(=O)c1ccc2ccccc2c1O)c1ccccc1Cl	i	.
CCCn1c(NCc2ccc(N(C)C)cc2)nc2ccccc21	?	.
Cc1cc(=O)[nH]c(N/N=C/C2=C(N3CCOCC3)C(=C\c3ccc(Cl)cc3)/CC2)n1	i	1
COc1cc(NC(=O)c2ccc3c(c2)OCO3)c2ncccc2c1	0%	-2
O=P(O)(CCc1ccccc1)C(O)c1ccccc1 (stereo not given)	i	-8
COc1cccc(CNC(=O)CCS(=O)(=O)c2cc3c(cc2C)NC(=O)CO3)c1	?	.
COC(=O)c1cc2n3ccccc3c(C)c(-c3ccccc3)c-2c1C(=O)OC	?	.
CC1=C(C#N)C(c2cccnc2)C2=C(CC(C)(C)CC2=O)N1 (stereo not given)	?	.
NC(=O)c1sc2nccc(Nc3ccccc3)c2c1N	?	.
C/C(=N\NC(=O)COc1ccc2ccccc2c1)c1cccs1	-6%	19
CNc1nc(SC)nc(N(C)C#N)n1	?	.
Cc1ccc(CCNC(=O)c2cccc(N3CCCC3=O)c2)cc1	?	.

Single entries from the entries so far:
For Lipid storage S3, CCc1ccc(C2=NN(CCC(=O)NCC3CCCO3)C(=O)CC2)cc1 (stereo not given) reads 11%
For Lipid storage S3 cell count max, Cc1cc(=O)[nH]c(N/N=C/C2=C(N3CCOCC3)C(=C\c3ccc(Cl)cc3)/CC2)n1 reads 1

Three compounds already listed, ordered by their value in Lipid storage S3, low to high:
SMILES	Lipid storage S3	Lipid storage S3 cell count max
COc1cc(NC(=O)c2ccc3c(c2)OCO3)c2ncccc2c1	0%	-2
CC1=Nc2ccccc2NC(=O)C1Sc1nnc(C)s1 (stereo not given)	1%	-8
CCc1ccc(C2=NN(CCC(=O)NCC3CCCO3)C(=O)CC2)cc1 (stereo not given)	11%	2

Of the compounds above, these contain a carbonyl joined to an NH by a bond outside any ring:
SMILES	Lipid storage S3	Lipid storage S3 cell count max
O=C(NC1CCCC1)C(=O)N(Cc1cccnc1)C(C(=O)NCc1ccco1)c1ccccc1F (stereo not given)	?	.
CCc1ccc(C2=NN(CCC(=O)NCC3CCCO3)C(=O)CC2)cc1 (stereo not given)	11%	2
Cc1ccc(NC(=O)c2ccc(NCc3ccco3)c([N+](=O)[O-])c2)cc1Cl	?	.
Cc1ccsc1C(=O)NNC(=O)COc1ccccc1Cl	?	.
Cc1cc(C)c(OCC(=O)Nc2cccc(O)c2)cc1C	?	.
O=C(NNC(=O)c1ccc2ccccc2c1O)c1ccccc1Cl	i	.
COc1cc(NC(=O)c2ccc3c(c2)OCO3)c2ncccc2c1	0%	-2
COc1cccc(CNC(=O)CCS(=O)(=O)c2cc3c(cc2C)NC(=O)CO3)c1	?	.
NC(=O)c1sc2nccc(Nc3ccccc3)c2c1N	?	.
C/C(=N\NC(=O)COc1ccc2ccccc2c1)c1cccs1	-6%	19
Cc1ccc(CCNC(=O)c2cccc(N3CCCC3=O)c2)cc1	?	.

(next part)
SMILES	Lipid storage S3	Lipid storage S3 cell count max
CCOC(=O)C1CCCN(S(=O)(=O)c2ccc(OC)cc2)C1 (stereo not given)	?	.
CC(Oc1ccc(F)cc1)C(=O)Nc1cc(Cl)ccc1-n1cncn1 (stereo not given)	?	.
COc1cc(C(=O)Nc2nncs2)cc(OC)c1OC	7%	10
O=c1[nH]cnc2c([N+](=O)[O-])cccc12	i	.
CCc1ccc(CCC(=O)Nc2ccc(C)c(C)c2)o1	?	.
CCOC(=O)CSc1cc(C)c(C#N)c2nc3ccccc3n12	?	.
CCc1ccc(OCC(O)CN2CCN(c3ccccc3)CC2)cc1 (stereo not given)	?	.
CN(CC(=O)NCc1ccccc1)S(=O)(=O)c1cnc[nH]1	2%	3
COc1ccc(N2CCN(C(=O)c3c(-c4ccccc4)noc3C)CC2)cc1	-1%	-9
COc1cccc(OC)c1-c1nn2c(-c3ccco3)nnc2s1	18%	-6
Cc1nn(C(C)C(=O)NCC2CCCO2)c(=O)c2cc3occc3n12 (stereo not given)	?	.
CC(C)(C)C(=O)Nc1ncc(C(F)(F)F)cc1Cl	?	.
C/C=C(\C)c1nnc(NC(=O)OCC)s1	17%	.
COC(=O)CN1C(=O)C(C)(C)Oc2ccc(C(=O)NC3CC3)cc21	20%	16
O=[N+]([O-])c1ccc(C2CN=C(Nc3ccccc3)S2)cc1 (stereo not given)	?	.
O=C1CC(c2ccc(S(=O)(=O)Nc3cc(C(F)(F)F)cc(C(F)(F)F)c3)cc2)CN1 (stereo not given)	?	.
Cn1c(=O)oc2cc(S(=O)(=O)NCCC(=O)NCCc3ccccc3)ccc21	?	.
N#C/C(=C/c1ccc(OCc2ccc(C(=O)O)cc2)cc1)C(=O)Nc1ccccc1	0%	15
COc1ccc(-c2nnc(NC(=O)c3ccco3)s2)cc1	?	.
Cc1ccc(S(C)(=O)=NS(=O)(=O)c2cccc3nsnc23)cc1 (stereo not given)	10%	12
CC(C)(C)c1ccc(-c2cn(-c3ccc(Br)cc3)c3[n+]2CCCS3)cc1	?	.
CC(=O)c1cc(-c2ccccc2)n(CCC(=O)NC2CCCCCCC2)c1C	?	.
CN(C)CCNC(=O)C(=O)NCC1OCCN1S(=O)(=O)c1ccc2c(c1)OCCO2 (stereo not given)	-15%	-2
O=C(Nc1cc(Cl)ccc1-n1cncn1)c1ccc(Br)o1	?	.
COc1ccc2[nH]c3c4c(ccc3c2c1)C(=O)C=CC4=O	?	.

(further entries)
SMILES	Lipid storage S3	Lipid storage S3 cell count max
CC1CCCN(CCCNC(=O)c2nn(C)c3c2CS(=O)(=O)c2ccccc2-3)C1 (stereo not given)	i	-10
CS(=O)(=O)NNC(=O)c1sccc1OCc1ncc(C(F)(F)F)cc1Cl	-11%	-13
CCn1cc(/C=N\NC(=O)c2csc3ccccc23)c(C)n1	-1%	4
CCOc1ccc(CC(=O)OCn2nnc3ccccc3c2=O)cc1	?	.
Cc1cc(N=Cc2c(O)n(-c3cccc(C(F)(F)F)c3)c(=O)c3ccccc23)no1	?	.
c1csc(-n2nc3ccccc3n2)c1	16%	-7
Clc1cccc(-c2nc(NCCN3CCOCC3)c3ccccc3n2)c1	-25%	-28
O=C(c1cc(COc2c(F)cccc2F)on1)N1CCc2ccccc2C1	11%	1
COc1ccc(Nc2cc(C)nc(-n3nc(C)cc3C)n2)cc1	?	.
O=C(O)CCN1C(=O)C2C3C=CC(C2C1=O)C1C(=O)N(CCC(=O)O)C(=O)C31 (stereo not given)	i	-4
COc1ccccc1-c1ccc(SCC(=O)Nc2cc(C)on2)nn1	-5%	-9
CC(=O)c1ccc(NC(=S)NCCc2cccc(Cl)c2)cc1	?	.
Cc1nnc(-n2cnc3ccccc32)c2ccccc12	i	.
O=C(C/C=N/OCc1c(Cl)cccc1Cl)c1ccccc1	?	.
COC(=O)c1cc2ccc(OC)c(OC)c2c(=O)s1	?	.
COc1cc(CC(CC(=O)O)CC(C)OCc2ccccc2)cc(OC)c1 (stereo not given)	?	.
NC(N)=NS(=O)(=O)c1ccc(N/C=C/C(=O)c2ccc(Cl)c(Cl)c2)cc1	?	.
Cc1nc(CNS(=O)(=O)c2ccc(F)cc2)cs1	?	.
O=C(/C(N=Nc1cccc([N+](=O)[O-])c1)=C(/O)c1ccc(Br)cc1)C(F)(F)F	?	.
Oc1ccccc1CNCC12CC3CC(CC(C3)C1)C2	-3%	18
O=C(NCc1ccc(F)cc1)Nc1cccc([N+](=O)[O-])c1	-1%	9
CCCCC(=O)Nc1ccc(NC(=O)c2ccc3c(c2)OCO3)cc1OC	?	.
CN(Cc1ccccn1)Cc1nc(-c2ccc(Cl)cc2)no1	1%	22
Cc1cccc(NC(=O)C2CC(=O)N(Cc3ccccc3)C2)n1 (stereo not given)	8%	11
CCOC(=O)c1csc(NC(=O)CSc2nnnn2-c2ccc(OC)c(OC)c2)n1	?	.

Next compounds.
SMILES	Lipid storage S3	Lipid storage S3 cell count max
O=C1N(Cc2cccnc2)C[C@@H]2C[C@@H](c3cccc(C(F)(F)F)c3)N3CCC[C@@]123	?	.
COc1ccc(-c2ccc(-c3noc(-c4cccc(OC)c4)n3)c(OC)n2)cc1	?	.
Cc1ccc(NC(=O)C(Nc2cccc(C)c2)c2ccccc2)cc1 (stereo not given)	?	.
COc1cc(C(=O)N2CCN(c3ncnc4sc(C)c(C)c34)CC2)cc(OC)c1OC	?	.
Cc1ccc(NC(=O)c2ccc(Cl)c(S(=O)(=O)N3CCCCC3)c2)nc1	?	.
CCC(C)C(NC(=O)C1CCC(C)CC1)C(=O)NCc1ccccn1 (stereo not given)	?	.
Cc1c(Cc2ccccc2)sc(/N=C/c2c(O)ccc3ccccc23)c1C(N)=O	?	.
CC1CCN(C(=O)c2ccc(NC(=O)c3ccccc3)cc2)CC1	?	.
Cc1cc(-c2n[nH]c(=S)n2/N=C/c2ccc(C)s2)n[nH]1	?	.
CC(C)(CNC(=O)c1ccc(Br)o1)N1CCOCC1	9%	10
Nc1nc(CSc2ncn(-c3ccccc3)n2)cs1	?	.
N=C1/C(=C\c2ccc(-c3ccc(C(=O)O)cc3)o2)C(=O)N=C2SC=C(c3ccccc3)N12	?	.
CCc1ccc2nc3nc(C)cc(C)c3c(N)c2c1	?	.
Cc1ccc(NC(=O)CNS(=O)(=O)c2ccc(F)cc2)cc1C	?	.
CCOc1ccc2nc(NCCO)[nH]c2c1	?	.
CC(C)CCN1NC2(CCC(C)CC2)NC1=S (stereo not given)	1%	10
COc1ccc(OC(C)C(=O)N(C)Cc2nc(-c3ccc(OC)cc3)no2)cc1 (stereo not given)	?	.
Cc1ccc2nc(Cl)c(C3CC(c4cccs4)=NN3C(=O)CCC(=O)O)cc2c1 (stereo not given)	4%	0
CCC(C)Sc1nnc(NC(=O)C2CCN(C(=O)c3ccco3)CC2)s1 (stereo not given)	i	8
CC(C)(C)C(=O)N1CCC(O)(CS(=O)(=O)Cc2ccccc2)CC1	1%	0
C=CCOc1ccc(/C=N/NC(=O)CC(=O)NC2CCCCC2)cc1	i	26
Cc1cccc(C)c1OCC(=O)Nc1ccccc1N1CCCCC1	-2%	7
CCc1cccc2c(C(=O)CN3C(=O)C(=O)N(C4CCCC4)C3=O)c[nH]c12	?	.
CCc1ccc(CN2CCCC(CNC(=O)c3cc(OC)cc(OC)c3)C2)cc1 (stereo not given)	i	-15
Cc1ccc2[nH]c3c(=O)n(CC(=O)NCCCN4CCN(c5ccc(F)cc5)CC4)ncc3c2c1	?	.

The list goes on.
SMILES	Lipid storage S3	Lipid storage S3 cell count max
O=C(NN=C1c2ccccc2-c2ccccc21)c1ccccc1	-17%	0
CCCCOC(=O)c1ccc(NC(=S)NC(=O)c2c(Cl)cnn2C)cc1	-11%	0
O=C(NCC1CCCO1)C1CCN(C(=O)c2ccc(Cl)cc2)CC1 (stereo not given)	?	.
Cc1ccc(CC(=O)Nc2cccc(S(=O)(=O)N3CCOCC3)c2)cc1	?	.
COc1ccc(NC(=O)C(CCS(C)(=O)=O)N2C(=O)c3ccccc3C2=O)cc1 (stereo not given)	?	.
CCC(=O)N1CCc2cc(Br)cc(S(=O)(=O)C3(C(=O)OC)CC3)c21	?	.
c1ccc(Cn2nnc3c(NCc4ccc5c(c4)OCO5)ncnc32)cc1	?	.
CCc1cc(=O)oc2cc(C)cc(OC(C)C(=O)NCCN3CCOCC3)c12 (stereo not given)	i	.
COc1ccc(/C=N/Nc2ccc(C(F)(F)F)cc2[N+](=O)[O-])cc1	?	.
O=C(C1=C[C@H](C2CC2)C[C@H](OCc2ccc(CO)cc2)O1)N1CCN(Cc2ccccc2)CC1	-2%	0
CCn1cnc2sc(C(=O)N3CCN(Cc4ccc5c(c4)OCO5)CC3)c(C)c2c1=O	?	.
Cc1cc(Br)ccc1NC(=O)CNC(=O)CSc1n[nH]c(N)n1	?	.
Fc1ccc(CN(Cc2ccccc2)C(c2cccs2)c2nnnn2C2CCCCC2)cc1 (stereo not given)	?	.
O=C1N(C2CCCC2)C[C@@H]2C[C@@H](c3cccn3-c3nccs3)N3CCC[C@@]123	-5%	-5
Cn1c(=O)c(-c2ccccc2)c(O)c2ccccc21	11%	12
COc1ccc(NC(=O)N2CCC(NC(=O)c3ccco3)CC2)cc1	7%	-17
CC(C)CC(=O)NC(=S)Nc1sc2c(c1C(N)=O)CCC2	?	.
CC(=O)Nc1ccc(-n2c(C)ccc2-c2ccccc2)cc1	7%	12
CCc1ccc(OC)c(S(=O)(=O)Nc2ccc(Cc3ccncc3)cc2)c1	?	.
CC(=O)C1=C(C)N(Cc2ccccc2)C(=O)N[C@@H]1c1cccc(C(F)(F)F)c1	-2%	14

High-throughput results as filed in PubChem BioAssay.
